High-throughput results as filed in PubChem BioAssay.
LGR2 antag = inhibitors of bursicon-induced LGR2 CRE-luciferase signal, primary screen, cell-based, HEK293, CRE-luciferase reporter, bursicon stimulation; Drosophila bursicon receptor LGR2 (rickets); bursicon-stimulated, 4 h; inhibition, % at 9.99 µM; hit rate 0.35% among 380,000; AID 720647, 2013;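 active = drop in luminescence signal, shown as inhibition above about 50% in the replicate tests, limit read from the data, passing the limit was not always enough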;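 also: agonist challenge used bursicon conditioned medium at about half maximal strength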
PAX8 reporter = inhibitors of PAX8-driven TPO luciferase reporter, primary screen, RMG-I cells, single concentration; hit rate 1.2% among 360,000; SteadyGlo, 24 h; inhibition, % at 12.6 µM;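 active = mean replicate inhibition at least 60% with every replicate also reaching 60%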;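 also: luciferase light reporting Pax8 driven TPO promoter activity; plate controls were median of neutral control wells for no effect and mitoxantrone controls for full effect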
Cneo AK release = Cryptococcus neoformans cell lysis inducers, primary screen, AK release luminescence, single concentration. C. neoformans lysis, adenylate kinase release luminescence, 4 h; normalised: neutral wells 0, clomiphene wells 100. hit rate 0.2% among 360,000. AID 651654, 2012. lysis activity, % at 15 µM;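 active = mean lysis activity across replicates of at least 80%, whatever share of replicates individually reach that level; inactive = mean lysis activity below 80%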
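Test system: log-phase Cryptococcus neoformans yeast cells; Quantity: yeast cell density of 5 × 10^6 cells/mL; Buffer or medium: YPD; Doses: single compound concentration per well; Timing: 4 h at 37 °C static, read 1 h later; Measured by: AK luminescence; Read-out basis: lysis from increased AK signal; Control set: Clomiphene as positive control.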
PGC1a acetyl inh = inhibitors of PGC1a acetylation signal, primary screen, cell-based, U2OS, AlphaScreen, inhibitor mode. hit rate 0.17% among 350,000. inhibition, % at 15.6 µM. AlphaScreen anti-acetyl-lysine; with virally co-expressed GCN5 acetyltransferase;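 active = every replicate shows inhibition of at least 40%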;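 also: 0% = neutral control wells and 100% = positive control wells; some results beyond the cut were filed as inactive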
ARNT TACC3 PPI = disruptors of ARNT/TACC3 protein interaction, primary screen, biochemical, AlphaScreen, single concentration; Transforming acidic coiled-coil-containing protein 3 (Homo sapiens), Q9Y6A5; AlphaScreen His-ARNT PAS-B/GST-TACC3 binding, luminescence; TACC3 fragment carries E629A point mutation; inhibition, % at 9.99 µM; hit rate 0.66% among 390,000;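 active = mean inhibition of replicates at least 50% and at least half of replicates each reaching 50%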;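 also: 0% = complete ARNT plus TACC3 wells and 100% = ARNT alone without TACC3; many hits fall short of the cut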
PglD DTNB = C. jejuni PglD acetyltransferase inhibitors, primary screen, biochemical, DTNB colorimetric, single point; hit rate 0.098% among 360,000; UDP-N-acetylbacillosamine N-acetyltransferase PglD (Campylobacter jejuni); purified PglD enzyme, DTNB colorimetric CoA detection; AID 602405, 2012; inhibition, % at 12.5 µM; in the data active = inhibition above about 16%, passing the limit was not always enough; also: strong numbers were not always called active
Statin myotox sup = suppressors of statin myotoxicity in C2C12 myotubes, primary screen, cell-based, single point, plate reader; C2C12 myotubes + simvastatin, ATP luminescence, 48 h; scaled: DMSO 0, geranylgeraniol control 100; rescue of ATP level, % at 7.49 µM; hit rate 0.78% among 330,000; AID 602340, 2012;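 active = mean ATP rescue above about 67%, or every replicate alone reaching that limit, limit read from the data, passing the limit was not always enough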;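 also: myotubes were challenged with 10 µM simvastatin during compound exposure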
INS-1E GSIS act = GLuc luminescence reporter in INS-1E cells, primary screen for activators of glucose-dependent secretion of insulin | hit rate 0.61% among 370,000 | INS-1E GLuc reporter insulin secretion, 2-3 h | activation, % at 16.6 µM | AID 743287, 2014;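 active = lowest replicate activation of at least 40%, so every replicate reaches that level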;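 also: 0% = median of neutral control wells and 100% = median of IBMX positive control wells; some compounds called inactive have numbers as strong as hits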
* = called active by the depositor; · = not tested or not shown.

SMILES | LGR2 antag | PAX8 reporter | Cneo AK release | PGC1a acetyl inh | ARNT TACC3 PPI | PglD DTNB | Statin myotox sup | INS-1E GSIS act
CCCNC(=O)N1C[C@H]2[C@@H](c3ccccc31)[C@H](CO)N2C(=O)c1ccccc1 | -8.0 | -19.7 | -13.6 | -1.1 | 3.9 | 0.0 | -4.4 | 6.0
Cc1ccc(NC(=O)CSc2nc3ccccc3nc2N2CCOCC2)cc1 | -4.0 | 15.4 | -0.9 | -3.6 | -6.3 | 1.8 | 8.9 | ·
COc1ccc(-c2sc3ccccc3c2C#CC2(O)CCCCC2)cc1 | 3.6 | -0.2 | -0.8 | -10.5 | 1.1 | 4.7 | 1.8 | -1.3
CCCCCOC(=O)c1[nH]c2c(c1C)C(=O)CC(c1ccco1)C2 (stereo not drawn) | · | · | -0.9 | -10.4 | -6.7 | 4.1 | -32.8 | ·
CC1(C)c2ccccc2C(=O)c2ccccc21 | -7.7 | 4.9 | 0.2 | -6.9 | -5.3 | -1.9 | -11.7 | 1.4
CCOc1ccc(NC(=O)CN2CCN(CC(=O)Nc3ccc(C(N)=O)cc3)CC2)cc1 | -8.2 | 9.2 | 4.4 | · | -2.3 | 2.8 | -1.5 | ·
COc1cc(NS(=O)(=O)c2ccc(NC(=O)c3cccs3)cc2)nc(OC)n1 | -12.4 | -3.4 | 4.8 | · | -13.4 | -3.7 | 7.2 | 4.6
Cc1ccc(C(=O)OCC(=O)NNC(=O)c2ccc([N+](=O)[O-])cc2)o1 | 2.7 | · | 2.4 | · | -0.4 | -4.0 | -3.4 | -9.2
O=C(Nc1c2c(nn1-c1ccccc1)CS(=O)C2)c1ccco1 (stereo not drawn) | -9.0 | 0.1 | 5.0 | 0.1 | -1.2 | 1.2 | 3.2 | -2.6
CC(C)C[C@@]12C(=O)N(c3ccc(Br)cc3)C(=O)N1[C@H](c1ccc(Br)cc1)[C@@H]1C(=O)N(C(C)(C)C)C(=O)[C@@H]12 | 7.2 | 1.0 | -1.0 | -2.5 | 1.7 | 4.7 | 8.9 | 18.8
COc1ccc(/C=C/C(=O)c2ccccn2)cc1 | -29.3 | -161.9 | · | 3.7 | 5.4 | · | · | 1.4
C[C@H](CO)N1C[C@H](C)[C@H](CN(C)S(C)(=O)=O)Oc2cc(-c3ccccc3F)ccc2S1(=O)=O | 5.0 | · | -4.5 | 11.7 | -0.7 | -0.3 | -9.5 | 11.1
Cc1ccc(S(=O)(=O)Nc2ccc3c(c2)C(=O)N([C@@H](C)CO)C[C@H](C)[C@H](CN(C)C(=O)Cc2ccccc2)OCCCC[C@@H](C)O3)cc1 | -7.8 | 1.3 | 16.8 | 8.2 | 30.4 | -7.8 | · | -28.0
COc1cc(OC)cc(C(=O)Nc2ccc(N3CCN(C(=O)c4cccs4)CC3)cc2)c1 | 11.2 | 13.3 | -2.2 | -15.8 | -3.6 | 3.6 | -35.8 | 3.8
CC(C)CC(=O)Nc1cccc(-c2nc3ncccc3o2)c1 | -6.4 | -15.2 | 0.3 | 0.5 | 11.5 | -2.5 | -16.1 | 41.0*

Single records, as listed above. Values in the order: LGR2 antag | PAX8 reporter | Cneo AK release | PGC1a acetyl inh | ARNT TACC3 PPI | PglD DTNB | Statin myotox sup | INS-1E GSIS act
Entry for Cc1ccc(S(=O)(=O)Nc2ccc3c(c2)C(=O)N([C@@H](C)CO)C[C@H](C)[C@H](CN(C)C(=O)Cc2ccccc2)OCCCC[C@@H](C)O3)cc1 → -7.8 | 1.3 | 16.8 | 8.2 | 30.4 | -7.8 | · | -28.0
Entry for CC(C)CC(=O)Nc1cccc(-c2nc3ncccc3o2)c1 → -6.4 | -15.2 | 0.3 | 0.5 | 11.5 | -2.5 | -16.1 | 41.0*
Entry for CCOc1ccc(NC(=O)CN2CCN(CC(=O)Nc3ccc(C(N)=O)cc3)CC2)cc1 → -8.2 | 9.2 | 4.4 | · | -2.3 | 2.8 | -1.5 | ·
Entry for O=C(Nc1c2c(nn1-c1ccccc1)CS(=O)C2)c1ccco1 (stereo not drawn) → -9.0 | 0.1 | 5.0 | 0.1 | -1.2 | 1.2 | 3.2 | -2.6

More compounds
SMILES | LGR2 antag | PAX8 reporter | Cneo AK release | PGC1a acetyl inh | ARNT TACC3 PPI | PglD DTNB | Statin myotox sup | INS-1E GSIS act
C=CCN1C=C(C(C)=O)C(=O)CC1 | 0.3 | 7.8 | 0.9 | 4.9 | -3.0 | -4.3 | -6.7 | 14.1
O=C(O)CC12CC3CC(C1)CC(n1ncc(NCc4ccc(F)cc4)c(Cl)c1=O)(C3)C2 | -3.3 | -8.7 | -7.0 | -2.6 | -9.1 | -0.4 | 11.4 | -0.3
C=CCn1c(SCC(=O)c2c(N)n(C)c(=O)n(C)c2=O)nnc1-c1ccoc1C | -14.5 | 3.9 | 0.2 | 1.6 | -1.5 | -3.3 | 0.7 | 25.0
Cc1ccc(-c2noc(C3CCCN(C(=O)c4cccc(F)c4)C3)n2)cc1 (stereo not drawn) | -5.6 | -37.5 | -0.6 | 3.4 | 2.9 | -14.7 | 10.3 | -35.8
CC(C)C(NS(=O)(=O)c1cccc2nsnc12)C(=O)NC1CCCCC1 (stereo not drawn) | -25.3 | -6.3 | 0.0 | 21.6 | -4.2 | -1.3 | -19.8 | 10.2
COCc1cc(C)nc2sc3c(=O)n(-c4cccc5ccccc45)nnc3c12 | · | 2.0 | -0.2 | 1.5 | -1.1 | 4.9 | -8.3 | ·
CCOc1cc(/C=N/NC(=O)C(=O)NCc2ccc3c(c2)OCO3)ccc1OCC(=O)N1CCOCC1 | 7.6 | 9.4 | 4.4 | -5.2 | -1.1 | 0.1 | -2.5 | 8.4
Cc1ccccc1NC(=O)c1ccc(OCc2c(C)noc2C)cc1 | 4.1 | -9.7 | 1.6 | 39.0 | · | -4.1 | -4.1 | 27.8
C[C@H]1CN([C@@H](C)CO)C(=O)c2cc(NC(=O)CCN3CCOCC3)ccc2O[C@H]1CN(C)Cc1ccccc1 | -0.3 | -15.4 | -0.9 | · | -5.6 | 0.2 | -17.1 | 21.2
Cc1cc(=O)oc2c3c(cc(OCC(=O)N[C@@H](C)C(=O)O)c12)OC(C)(C)CC3 | 0.1 | -16.6 | 3.4 | · | 7.7 | -0.5 | -4.3 | -5.1
CCOc1ccc(NS(=O)(=O)c2ccc(N)cc2)cc1 | · | -5.2 | 1.0 | 9.0 | -5.4 | -1.8 | · | ·
CC1Sc2ccc(S(=O)(=O)N(C)Cc3ccccc3)cc2NC1=O (stereo not drawn) | -0.1 | 5.1 | -2.4 | -7.1 | -2.7 | 7.7 | -0.3 | -20.0
COc1cc2[nH]c3c(N4CCN(c5ccc(Cl)cc5)CC4)ncnc3c2cc1OC | 22.8 | · | -2.6 | -4.2 | -1.2 | 0.5 | 24.3 | 15.0
C=CCN1CCC(=O)C(C(=O)OCC)=C1C(=O)OCC | -6.6 | -8.5 | 0.8 | -8.0 | -4.2 | 0.6 | 3.0 | 2.3
CCCNC(=O)Nc1ccc2c(c1)C(=O)N(C)C[C@H](OC)[C@@H](C)CN(C(=O)C1CCC1)[C@@H](C)CO2 | -3.5 | 7.7 | -3.5 | · | -14.7 | -1.5 | -6.4 | 11.4
C[C@H]1CCCCO[C@@H](CN(C)C(=O)C2CCCCC2)[C@@H](C)CN([C@@H](C)CO)C(=O)c2cc(NC(=O)NC3CCCCC3)ccc2O1 | 8.8 | -5.6 | -0.2 | -5.5 | -7.7 | 1.7 | -34.7 | -23.9
COc1ccc(S(=O)(=O)Nc2ccc3c(c2)CC(=O)N([C@@H](C)CO)C[C@@H](C)[C@H](CN(C)C(=O)Nc2ccc4c(c2)OCO4)O3)cc1 | -0.2 | 12.6 | 1.5 | 6.9 | -10.9 | -2.7 | -13.1 | 6.9
CC(=O)N1CCN(C(=O)C2(NC(=O)Nc3ccc(C)cc3)CCCCC2)CC1 | -14.0 | -14.9 | -1.5 | -1.0 | 6.9 | 4.7 | -29.2 | 9.9
COC(=O)c1c(C)[nH]c(C(=O)C(C)OC(=O)c2cc(C)oc2C)c1C (stereo not drawn) | -19.7 | 10.4 | 0.2 | -10.4 | -0.5 | 2.7 | 3.2 | -8.7
Cc1cc[n+](CC(=O)c2cccc([N+](=O)[O-])c2)c2ccccc12 | -8.0 | 15.7 | -1.3 | -16.3 | 0.6 | -8.6 | 1.3 | 11.4
Cc1cccc(C(=O)NCC(=O)OC(C)C(=O)Nc2ccc(Cl)cn2)c1 (stereo not drawn) | 0.3 | -9.8 | 0.6 | 7.2 | -8.0 | 5.3 | 30.8 | -13.0
C[C@@H]1CCCCO[C@@H](CN(C)C(=O)c2ccccc2)[C@H](C)CN([C@H](C)CO)C(=O)c2cc(NC(=O)CCC(F)(F)F)ccc2O1 | 1.1 | 7.9 | -3.3 | 2.9 | -8.5 | -3.1 | · | -15.2
CCOC(=O)C1CCN(C(=O)c2ccc3c(=O)n4nc(Nc5ccccc5)sc4nc3c2)CC1 | · | -7.7 | -0.3 | -12.6 | · | 2.9 | -2.6 | ·
CO[C@H](CN(C)S(=O)(=O)c1ccc(F)cc1)[C@@H](C)CN(C(=O)Nc1ccccc1F)[C@H](C)CO | -22.8 | -57.1 | 5.4 | -1.9 | 9.0 | 1.4 | 14.0 | -12.7
Cc1noc(C)c1NC(=O)Nc1ccc2c(c1)C(=O)N([C@@H](C)CO)C[C@@H](C)[C@H](CN(C)C(=O)NC1CCCCC1)O2 | -13.5 | · | 0.5 | 1.5 | -5.1 | 3.6 | -5.3 | 6.5
COC(=O)c1ccc(COc2ccc(/C=N/Nc3nc(C)cc(=O)[nH]3)cc2)cc1 | -4.3 | -43.6 | -2.9 | 4.2 | -7.0 | -1.8 | 13.8 | -0.3
CCOC(=O)c1nn(-c2ccc(C)cc2)cc1C(=O)c1ccccc1 | · | · | -17.9 | -4.2 | -5.3 | -8.8 | -1.1 | ·
CCn1c(CSc2n[nH]c(N)n2)nc2cc(C(=O)O)ccc21 | -44.8 | -1.5 | · | 10.3 | 10.7 | · | · | -1.2
CC(C)C(OC(=O)C1=Cc2ccccc2OC1)C(=O)NC1CCCC1 (stereo not drawn) | -4.1 | 0.2 | · | · | -8.9 | · | · | -19.0
COC(=O)c1[nH]c(C)c(/C(O)=C2\C(=O)C(=O)N(CCN(C)C)C2c2cc(OC)ccc2OC)c1C (stereo not drawn) | · | · | -0.7 | · | 1.8 | 8.4 | 1.7 | ·
C=CCSC1=C(C#N)C(c2ccc(C(C)C)cc2)CC(=O)N1 (stereo not drawn) | -13.1 | 9.1 | 0.4 | -3.1 | -3.0 | 1.3 | · | -17.3
CCOc1cc2[nH]c(=O)n(CCCCC(=O)NC3CCCCCC3)c(=O)c2cc1OCC | · | · | 0.6 | -9.2 | -6.9 | -3.4 | -14.8 | ·
O=C(O)C1Cc2ccccc2CN1S(=O)(=O)c1ccc(Cl)cc1 (stereo not drawn) | · | 20.7 | · | 4.6 | -3.4 | · | · | 4.9
CN1c2ccc(-c3ccccc3)cc2[C@H]2[C@H](CCN2C(=O)c2ccncc2)[C@@H]1CO | 11.9 | -25.9 | 2.2 | 2.8 | 1.6 | 0.3 | -9.8 | -4.1
Cn1c(=O)oc2cc(S(=O)(=O)CCC(=O)N3CCN(c4ccccc4F)CC3)ccc21 | 3.4 | 0.7 | 0.1 | -2.7 | · | -3.5 | -1.4 | 1.0
CCOc1c2ccc(C(=O)NCc3ccc(OC(F)(F)F)cc3)cc2nn1C | 7.3 | -1.3 | 1.6 | 3.9 | 1.9 | -1.6 | 9.9 | -25.9
